CHRM5 antagonist: CHRM5 antagonism in calcium assay; P08912; CHO-hM5 cells, Fluo-8 calcium fluorescence, ACh EC80; inhibition, % at 3 µM; 360,000 compounds, 0.59% hits;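 active = inhibition above a per-plate cutoff, the mean of that plate's test compounds plus 3 SD, cut at about 27% in these data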;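 note: 0% = acetylcholine EC80 with DMSO and 100% = DMSO without agonist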
Target sequence (P08912 whole entry, looked up): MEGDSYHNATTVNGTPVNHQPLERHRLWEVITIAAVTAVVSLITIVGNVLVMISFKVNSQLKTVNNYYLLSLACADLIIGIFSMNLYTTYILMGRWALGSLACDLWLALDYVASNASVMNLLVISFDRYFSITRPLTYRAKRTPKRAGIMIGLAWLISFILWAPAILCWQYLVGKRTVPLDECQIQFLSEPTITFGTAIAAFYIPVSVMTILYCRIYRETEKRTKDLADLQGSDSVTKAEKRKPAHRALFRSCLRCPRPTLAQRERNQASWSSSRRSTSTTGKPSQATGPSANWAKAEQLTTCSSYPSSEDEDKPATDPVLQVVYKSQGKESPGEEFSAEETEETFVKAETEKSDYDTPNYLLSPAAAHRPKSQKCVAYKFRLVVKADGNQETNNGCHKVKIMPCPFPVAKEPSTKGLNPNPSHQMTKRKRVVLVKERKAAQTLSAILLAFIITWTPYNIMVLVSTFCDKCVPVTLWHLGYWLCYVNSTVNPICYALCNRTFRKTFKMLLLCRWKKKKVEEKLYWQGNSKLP
CHRM1 agonist: agonists of human M1 muscarinic receptor. P11229. CHO-K1 hM1, Fluo-8 calcium fluorescence, agonist mode; 0% DMSO, 100% acetylcholine EC100. activation, % at 3 µM. 360,000 compounds, 0.33% hits;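 active = activation above the run's mean compound activation plus 3 SD, cut at about 16% in these data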;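 note: peak over basal fluorescence ratio within a 140 s kinetic read after compound addition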
TAAR1 ag: human TAAR1 agonism. activation, % at 3 µM. Q96RJ0. 360,000 compounds, 0.99% hits. AID 624467. CHO RD-HGA16 TAAR1, Fluo-8 calcium fluorescence; vehicle wells 0%, saturating PEA agonist 100%;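 active = activation above the mean activation of all test compounds in the run plus 3 SD, cut at about 38% in these data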
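System: CHO-derived RD-HGA16 cells with stable Gα16 and human TAAR1 / Times: 17-24 h plating, Fluo-8 75 min 37 °C, 30 min RT / Technique: calcium-sensitive Fluo-8 signal, excitation 470-495, emission 515-575 nm / Measure: % activation relative to PEA EC100 response / Benchmarks: DMSO and PEA EC100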
M1 antag: blocks human M1 muscarinic receptor. P11229. CHO-K1 hM1, Fluo-8 calcium fluorescence, ACh EC80 antagonist. inhibition, % at 3 µM. 360,000 compounds, 1.3% hits;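 active = percent inhibition above its own plate's cutoff, namely the mean of that plate's compound wells plus 3 SD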;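 note: peak over basal fluorescence ratio during 140 s after agonist addition; 0% = ACh EC80 plus DMSO and 100% = DMSO alone without agonist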
M4 antag: antagonists of human muscarinic M4 receptor (CHRM4). P08173. CHO-hM4 cells, ACh EC80, Fluo-8 calcium fluorescence. inhibition, % at 3 µM. 360,000 compounds, 0.73% hits. AID 624125;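 active = inhibition above its plate's cutoff, the mean inhibition of sample wells plus 3 SD, cut at about 27% in these data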;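 note: 0% = acetylcholine EC80 with DMSO and 100% = DMSO without agonist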
Target sequence (P08173 whole entry, looked up): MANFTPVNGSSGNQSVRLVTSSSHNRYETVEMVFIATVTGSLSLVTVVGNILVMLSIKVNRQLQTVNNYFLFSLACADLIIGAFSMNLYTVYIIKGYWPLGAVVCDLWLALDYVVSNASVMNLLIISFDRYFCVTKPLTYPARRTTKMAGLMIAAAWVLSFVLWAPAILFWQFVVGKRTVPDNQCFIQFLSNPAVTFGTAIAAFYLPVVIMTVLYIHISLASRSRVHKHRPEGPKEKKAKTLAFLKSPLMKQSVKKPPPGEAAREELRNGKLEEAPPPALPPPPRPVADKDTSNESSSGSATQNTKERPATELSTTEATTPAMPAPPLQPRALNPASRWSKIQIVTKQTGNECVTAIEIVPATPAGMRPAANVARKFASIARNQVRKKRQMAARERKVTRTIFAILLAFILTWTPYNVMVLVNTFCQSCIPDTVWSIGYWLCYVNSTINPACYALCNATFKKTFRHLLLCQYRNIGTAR
M5 ag: CHRM5 agonism in calcium assay. activation, % at 3 µM. CHO-K1 hM5 cells, Fluo-8 calcium fluorescence; 0% DMSO wells, 100% maximal acetylcholine response. P08912. 360,000 compounds, 0.19% hits;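 active = activation above the run's mean over test compounds plus 3 SD, cut at about 23% in these data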;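 note: signal is peak over basal fluorescence ratio across the kinetic read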
CHRM4 agonist: agonists of human muscarinic M4 receptor (CHRM4). 360,000 compounds, 0.14% hits. CHO-K1 hM4/Gqi5, Fluo-8 calcium fluorescence; vehicle 0%, full acetylcholine response 100%. AID 624127. activation, % at 3 µM. P08173;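 active = activation above the run mean over all test wells plus 3 SD, cut at about 32% in these data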;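 note: peak over basal fluorescence ratio per well then scaled between controls; 0% = DMSO wells and 100% = acetylcholine at EC100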
M1 PAM: human CHRM1 positive allosteric modulation | P11229 | AID 588819 | activation, % at 3 µM | CHO-K1 hM1, Fluo-8 calcium fluorescence, ACh EC20; 0% = ACh EC20, 100% = maximal ACh | 360,000 compounds, 0.088% hits; in the data active = activation above about 19%, passing the limit was not always enough
CHRM5 PAM: positive allosteric modulators of human muscarinic M5 receptor. activation, % at 3 µM. P08912. 360,000 compounds, 0.3% hits. CHO-K1 hM5, Fluo-8 calcium, ACh EC20 PAM; 0% = ACh EC20, 100% = ACh EC100;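 active = activation above the run cutoff, the mean activation of all test compounds plus 3 SD, cut at about 18% in these data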
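system = human M5 receptor in CHO-K1 cells | compound = one concentration, 3 µM final (nominal) | schedule = Post-acetylcholine fluorescence recording 140 s | signal = Fluo-8 calcium dye fluorescence, kinetic read | benchmarks = low control EC20 acetylcholine (0%), high control EC100 acetylcholine (100%) | repeats = singlicate, one well per test compound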
* marks the source's active call; other numbers are inactive results. Some of the compounds tested. The share of hits here may be higher or lower than overall.

How did O=C(OC(C(=O)c1c[nH]c2ccccc12)c1ccccc1)c1cnccn1 (stereo not drawn) do in these assays?
CHRM5 antagonist: 0; CHRM1 agonist: 5; TAAR1 ag: 6; M1 antag: -8; M4 antag: 2; M5 ag: 0; CHRM4 agonist: 6; M1 PAM: 18; CHRM5 PAM: 5

Results for Cc1ccc(Cn2c(NS(=O)(=O)c3ccccc3)nc3ccccc32)cc1 ?
CHRM5 antagonist: 2; CHRM1 agonist: -2; TAAR1 ag: 17; M1 antag: 2; M4 antag: 15; M5 ag: -6; CHRM4 agonist: -2; M1 PAM: 6; CHRM5 PAM: -7

How did O=C(Nc1nccs1)c1ncc(Cl)c(Cl)c1Cl do in these assays?
CHRM5 antagonist: 30*; CHRM1 agonist: -6; TAAR1 ag: -4; M1 antag: 6; M4 antag: 14; M5 ag: -3; CHRM4 agonist: 1; M1 PAM: -3; CHRM5 PAM: -7

What do the screens show for `CCOc1ccc(S(=O)(=O)Nc2cccc(C(=O)N3CCN(c4ccc(OC)cc4)CC3)c2)cc1`?
CHRM5 antagonist: 3; CHRM1 agonist: -2; TAAR1 ag: 4; M1 antag: -5; M4 antag: 15; M5 ag: 1; CHRM4 agonist: 3; M1 PAM: 2; CHRM5 PAM: -5

What do the screens show for `Cc1nc2c([N+](=O)[O-])c(C)c(C)cc2[nH]1`?
CHRM5 antagonist: 6; CHRM1 agonist: -11; TAAR1 ag: 17; M1 antag: -7; M4 antag: -1; M5 ag: -3; CHRM4 agonist: 2; M1 PAM: 0; CHRM5 PAM: -1

What do the screens show for `C=C(C)COc1ccc(-c2n[nH]c(C)c2-c2ccc(OC)cc2)c(O)c1`?
CHRM5 antagonist: 0; CHRM1 agonist: -5; TAAR1 ag: 7; M1 antag: 4; M4 antag: 6; M5 ag: -5; CHRM4 agonist: -1; M1 PAM: -1; CHRM5 PAM: -13

Results for CC(C)c1ccc(NC(=O)C2Cc3c(-c4ccco4)ccnc3O2)cc1 (stereo not drawn) ?
CHRM5 antagonist: -1; CHRM1 agonist: -5; TAAR1 ag: 3; M1 antag: -9; M4 antag: 7; M5 ag: 0; CHRM4 agonist: -1; M1 PAM: 1; CHRM5 PAM: -1

What do the screens show for `Cn1ccnc1SCc1cn2cc(Br)ccc2n1`?
CHRM5 antagonist: 8; CHRM1 agonist: -5; TAAR1 ag: 1; M1 antag: -9; M4 antag: 1; M5 ag: -5; CHRM4 agonist: 0; M1 PAM: 7; CHRM5 PAM: -11

Results for Nc1ccc(-c2cn3cccnc3n2)cc1 ?
CHRM5 antagonist: -5; CHRM1 agonist: -1; TAAR1 ag: 0; M1 antag: 9; M4 antag: -15; M5 ag: 0; CHRM4 agonist: -1; M1 PAM: -1; CHRM5 PAM: 6

Results for Cc1ccc(-c2nc(CS(=O)(=O)CC(=O)N3CCc4ccccc4C3)c(C)o2)cc1 ?
CHRM5 antagonist: -1; CHRM1 agonist: -3; TAAR1 ag: 66*; M1 antag: -8; M4 antag: -21; M5 ag: 1; CHRM4 agonist: 13; M1 PAM: -3; CHRM5 PAM: -11

What do the screens show for `CC(C)c1ccc(C(CC(=O)O)NC(=O)c2cccs2)cc1` (stereo not drawn)?
CHRM5 antagonist: -2; CHRM1 agonist: -6; TAAR1 ag: 11; M1 antag: -16; M4 antag: -9; M5 ag: 0; CHRM4 agonist: 1; M1 PAM: 13; CHRM5 PAM: 8

How did CC1(C)CC(NC(=O)c2cccc([N+](=O)[O-])c2)CC(C)(C)N1 do in these assays?
CHRM5 antagonist: -4; CHRM1 agonist: -2; TAAR1 ag: 2; M1 antag: -12; M4 antag: 0; M5 ag: 0; CHRM4 agonist: 0; M1 PAM: 10; CHRM5 PAM: 15

How did Cc1cc(C)n2c(NC3CCCC3)c(-c3ccc(F)cc3)nc2n1 do in these assays?
CHRM5 antagonist: 4; TAAR1 ag: 3; M4 antag: -6; M5 ag: -3; CHRM4 agonist: -2; CHRM5 PAM: -1

What do the screens show for `COc1cc2c(cc1OC)C(C)N(C(=O)[C@@H](NC(=O)c1ccccc1)C(C)C)CC2` (stereo partly drawn)?
CHRM5 antagonist: -8; CHRM1 agonist: -2; TAAR1 ag: -1; M1 antag: -7; M4 antag: -8; M5 ag: 0; CHRM4 agonist: 2; M1 PAM: 3; CHRM5 PAM: -2

How did Cc1ccc(NC2CCCN(C(=O)CCC(=O)c3ccccc3)C2)cc1C (stereo not drawn) do in these assays?
CHRM5 antagonist: 4; CHRM1 agonist: -2; TAAR1 ag: 1; M1 antag: -3; M4 antag: -13; M5 ag: -1; CHRM4 agonist: 8; M1 PAM: 0; CHRM5 PAM: -5

How did COc1cccc(/C=N/NC(=O)c2[nH]c(C)c(C(=O)N/N=C/c3cccc(OC)c3O)c2C)c1O do in these assays?
CHRM5 antagonist: -4; CHRM1 agonist: -1; TAAR1 ag: 9; M1 antag: 0; M4 antag: 4; M5 ag: 1; CHRM4 agonist: 2; M1 PAM: -5; CHRM5 PAM: 0

How did COc1ccc(C(=O)c2ccccc2)c(OCC(=O)N(C)C)c1 do in these assays?
CHRM5 antagonist: -2; CHRM1 agonist: -9; TAAR1 ag: 1; M1 antag: -1; M4 antag: -14; M5 ag: -5; CHRM4 agonist: 2; M1 PAM: 9; CHRM5 PAM: -3

How did Cn1c(CN2CCCCC2)nc2cc(NC(=O)c3ccccc3)ccc21 do in these assays?
CHRM5 antagonist: 5; CHRM1 agonist: -15; TAAR1 ag: -1; M1 antag: 2; M4 antag: 1; M5 ag: -3; CHRM4 agonist: 2; M1 PAM: -3; CHRM5 PAM: -3

How did Cn1c(=O)c2c(nc(NCc3ccc4c(c3)OCO4)n2Cc2ccccc2)n(C)c1=O do in these assays?
CHRM5 antagonist: 14; CHRM1 agonist: -3; TAAR1 ag: 12; M1 antag: -22; M4 antag: -3; M5 ag: -3; CHRM4 agonist: 1; M1 PAM: 5; CHRM5 PAM: 1

How did CCOC(=O)c1ccc(NC(=O)CC2C(=O)N(c3ccccc3)C(=O)N2CCCOC)cc1 (stereo not drawn) do in these assays?
CHRM5 antagonist: 0; CHRM1 agonist: -4; TAAR1 ag: 6; M1 antag: 9; M4 antag: 0; M5 ag: 0; CHRM4 agonist: 2; M1 PAM: -6; CHRM5 PAM: -6

Quoted from the listing for reference:
How did O=C(OC(C(=O)c1c[nH]c2ccccc12)c1ccccc1)c1cnccn1 (stereo not drawn) do in these assays?
CHRM5 antagonist: 0; CHRM1 agonist: 5; TAAR1 ag: 6; M1 antag: -8; M4 antag: 2; M5 ag: 0; CHRM4 agonist: 6; M1 PAM: 18; CHRM5 PAM: 5

Results for Cc1ccc(Cn2c(NS(=O)(=O)c3ccccc3)nc3ccccc32)cc1 ?
CHRM5 antagonist: 2; CHRM1 agonist: -2; TAAR1 ag: 17; M1 antag: 2; M4 antag: 15; M5 ag: -6; CHRM4 agonist: -2; M1 PAM: 6; CHRM5 PAM: -7

How did O=C(Nc1nccs1)c1ncc(Cl)c(Cl)c1Cl do in these assays?
CHRM5 antagonist: 30*; CHRM1 agonist: -6; TAAR1 ag: -4; M1 antag: 6; M4 antag: 14; M5 ag: -3; CHRM4 agonist: 1; M1 PAM: -3; CHRM5 PAM: -7

The list goes on:
Results for CCN1C(=O)[C@H]2[C@@H](c3ccc(-c4ccc(F)cc4)c(OC)c3)N3CCCC[C@@]3(C(=O)OC)[C@H]2C1=O ?
CHRM5 antagonist: 7; CHRM1 agonist: -5; TAAR1 ag: -2; M1 antag: -6; M4 antag: -10; M5 ag: 2; CHRM4 agonist: 3; M1 PAM: 0; CHRM5 PAM: -4

What do the screens show for `O=C(COc1ccccc1C(=O)c1cnn(-c2ccccc2)c1)Nc1ccccc1`?
CHRM5 antagonist: 7; CHRM1 agonist: -3; TAAR1 ag: 2; M1 antag: 7; M4 antag: 3; M5 ag: -2; CHRM4 agonist: 2; M1 PAM: -3; CHRM5 PAM: -3

Results for COc1ccccc1-c1n[nH]c2c1[C@H](C)CC[C@H]2C(C)C ?
CHRM5 antagonist: -3; CHRM1 agonist: 0; TAAR1 ag: 9; M1 antag: 1; M4 antag: -4; M5 ag: -2; CHRM4 agonist: -1; M1 PAM: 2; CHRM5 PAM: 4

How did C=CC(=O)NC(C)(C)Cc1ccccc1 do in these assays?
CHRM5 antagonist: -9; CHRM1 agonist: -2; TAAR1 ag: 7; M1 antag: -6; M4 antag: 2; M5 ag: -7; CHRM4 agonist: 0; M1 PAM: 7; CHRM5 PAM: -3

How did O=C(Nc1cc([N+](=O)[O-])c2[nH]c(=O)c3ccccc3c2c1)C(F)(F)F do in these assays?
CHRM5 antagonist: 0; CHRM1 agonist: -1; TAAR1 ag: 2; M1 antag: -1; M4 antag: 0; M5 ag: 4; CHRM4 agonist: 1; M1 PAM: 6; CHRM5 PAM: -11

How did COc1ccc(N2CCCC2=N)c(OC)c1 do in these assays?
CHRM5 antagonist: 12; CHRM1 agonist: 1; TAAR1 ag: 2; M1 antag: 3; M4 antag: 9; M5 ag: -6; CHRM4 agonist: 0; M1 PAM: 0; CHRM5 PAM: -6

Results for COc1ccccc1N(C)S(=O)(=O)c1ccc(C(=O)O)cc1 ?
CHRM5 antagonist: -2; CHRM1 agonist: -4; TAAR1 ag: 2; M1 antag: -13; M4 antag: -9; M5 ag: -2; CHRM4 agonist: 1; M1 PAM: 12; CHRM5 PAM: 6

What do the screens show for `Cc1ccc2oc(=O)c3cnn(CC(=O)N4CCCCCC4)c3c2c1`?
CHRM5 antagonist: 0; CHRM1 agonist: -2; TAAR1 ag: -1; M1 antag: -6; M4 antag: 7; M5 ag: 2; CHRM4 agonist: -1; M1 PAM: -3; CHRM5 PAM: -4

Results for Cn1cc(Cc2ccc(C(=O)NCc3ccccc3)cn2)c2ccccc21 ?
CHRM5 antagonist: -2; CHRM1 agonist: -2; TAAR1 ag: 5; M1 antag: -8; M4 antag: -12; M5 ag: 1; CHRM4 agonist: 3; M1 PAM: 3; CHRM5 PAM: -2

How did COc1ccc(NCC(O)COc2ccc(C(C)(C)C)cc2)cc1 (stereo not drawn) do in these assays?
CHRM5 antagonist: -2; CHRM1 agonist: -6; TAAR1 ag: 2; M1 antag: 4; M4 antag: 3; M5 ag: 2; CHRM4 agonist: 1; M1 PAM: 2; CHRM5 PAM: 3

What do the screens show for `COc1ccccc1C(CNc1ncccc1[N+](=O)[O-])N(C)C` (stereo not drawn)?
CHRM5 antagonist: 19; CHRM1 agonist: -13; TAAR1 ag: 1; M1 antag: -12; M4 antag: -1; M5 ag: -7; CHRM4 agonist: 7; M1 PAM: 4; CHRM5 PAM: -4

What do the screens show for `COc1ccc(S(=O)(=O)N2CCCOC2CNC(=O)C(=O)NCc2ccco2)cc1C` (stereo not drawn)?
CHRM5 antagonist: -14; CHRM1 agonist: 0; TAAR1 ag: 1; M1 antag: -2; M4 antag: -10; M5 ag: 3; CHRM4 agonist: 1; M1 PAM: 6; CHRM5 PAM: 5

Assay outcomes deposited in PubChem by The Scripps Research Institute Molecular Screening Center.
